# Tau FP inhib: tau fibrillization inhibition (FP); actives 0.39% (n = 280,000); Potency, µM (titrated, usually from 57.7 µM), without a hit: top-dose activity, negative = inhibition, most hits filed as inhibitors; K18 P301L tau heparin fibrillization, Alexa594 FP, 6 h; P10636; note: nearly all actives have a fitted effect of over 55% in size
# Target sequence (P10636 561-689 P618L limits assumed): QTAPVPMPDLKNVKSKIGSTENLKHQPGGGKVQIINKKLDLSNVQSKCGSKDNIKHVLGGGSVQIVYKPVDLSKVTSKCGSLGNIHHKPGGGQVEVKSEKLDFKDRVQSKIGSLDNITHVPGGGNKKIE
#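 Human tau K18 […] P301L fragment, 15 uM unlabeled plus 0.24 uM Alexa 594-labeled tau (final), with compound and 20 uM heparin in 100 mM sodium acetate pH 7; 6 hr at 37 C, then Alexa 594 FP read.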
# Tau fibril ThT: inhibitors of human tau fibril formation, thioflavin T binding. recombinant tau K18 P301L, heparin-induced fibrillization, ThT fluorescence. P10636. Potency, µM (top dose mostly 57.4 µM), for the others: at the top dose activity, negative = inhibition, hits mostly inhibitors. actives 2.1% (n = 270,000); note: nearly all actives have a fitted effect of over 55% in size
#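 In this qHTS, human K18 P301L tau is incubated with compound and heparin for 6 hr at 37 C, and Thioflavin T fluorescence then reports fibril load.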
# GLA spleen mod: inhibits or activates alpha-galactosidase in human spleen homogenate; P06280; human spleen homogenate, 4MU-alpha-Gal fluorescence, 40 min; Potency, µM (titrated, usually from 80 µM), inactives show top-dose activity change, negative = inhibition, usual class: inhibitors; actives 0.008% (n = 240,000);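 note: 0% = enzyme with vehicle and -100% = no enzyme basal signal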
# Target sequence (P06280 32-429 limits assumed): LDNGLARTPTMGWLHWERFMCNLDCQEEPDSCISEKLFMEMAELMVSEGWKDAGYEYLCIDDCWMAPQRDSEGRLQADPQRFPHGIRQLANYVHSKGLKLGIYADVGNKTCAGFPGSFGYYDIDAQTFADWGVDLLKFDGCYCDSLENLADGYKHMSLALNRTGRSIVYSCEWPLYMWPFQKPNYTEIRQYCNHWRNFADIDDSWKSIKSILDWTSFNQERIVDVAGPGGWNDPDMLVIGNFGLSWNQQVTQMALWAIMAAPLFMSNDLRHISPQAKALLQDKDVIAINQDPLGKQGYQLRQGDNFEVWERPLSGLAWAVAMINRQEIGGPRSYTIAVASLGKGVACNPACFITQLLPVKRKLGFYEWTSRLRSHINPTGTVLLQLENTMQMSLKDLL
#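 qHTS titration in buffer at pH 5.0. Alpha-galactosidase activity in spleen homogenate was measured via 4-methylumbelliferone release from 1 mM fluorogenic substrate after 40 min at 37C and a pH 10 stop. AC50 came from Hill fits of control-normalized data.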
# ALDH1A1 block: inhibitors of human aldehyde dehydrogenase 1A1 | P00352 | Purified ALDH1A1, NADH fluorescence, propionaldehyde substrate | Potency, µM (doses to about 75.3 µM), without a hit: at the highest dose activity, negative = inhibition, most hits filed as inhibitors | actives 7.3% (n = 220,000); active = well fitted inhibition curve with a large enough effect, not every such curve was filed as active; inconclusive = small, poorly fitted or top-dose-only effect, or another doubt; inactive = no such curve, though single readings can be large or run the other way;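 note: plate controls were no enzyme wells and a reference inhibitor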
# Target sequence (P00352 whole entry, looked up): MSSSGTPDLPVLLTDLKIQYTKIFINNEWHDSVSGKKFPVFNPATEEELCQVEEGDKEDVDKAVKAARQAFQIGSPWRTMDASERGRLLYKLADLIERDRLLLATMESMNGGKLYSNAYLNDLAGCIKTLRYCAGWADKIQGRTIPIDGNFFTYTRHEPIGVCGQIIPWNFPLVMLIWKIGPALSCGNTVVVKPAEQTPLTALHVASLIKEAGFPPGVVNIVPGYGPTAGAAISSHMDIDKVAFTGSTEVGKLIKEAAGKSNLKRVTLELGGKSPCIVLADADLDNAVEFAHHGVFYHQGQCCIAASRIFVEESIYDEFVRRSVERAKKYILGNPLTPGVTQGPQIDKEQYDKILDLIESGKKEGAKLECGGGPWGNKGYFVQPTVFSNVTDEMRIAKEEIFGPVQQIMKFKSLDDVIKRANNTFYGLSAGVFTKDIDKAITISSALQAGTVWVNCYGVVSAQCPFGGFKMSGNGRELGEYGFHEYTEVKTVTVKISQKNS
# Tau fluor cs: counter-screen for tau fibril formation inhibitors. actives 0.93% (n = 280,000). Potency, µM (highest dose often 57.7 µM), inactives show at the highest dose activity change, negative = decrease. tau K18 P301L (four-repeat tau fragment) Alexa594 fluorescence, heparin fibrillization; note: nearly all actives have a fitted effect of over 55% in size
#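 Human K18 P301L tau (15 uM unlabeled plus 0.24 uM Alexa 594-labeled, final) in 100 mM sodium acetate pH 7 was mixed with compound and 20 uM heparin and incubated 6 hr at 37 C.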
# TRb-SRC2 inh: inhibitors of human thyroid hormone receptor beta-SRC2 interaction | AID 1469 | actives 0.065% (n = 280,000) | Potency, µM (series often up to 106 µM), for inactives: at the highest dose activity change, negative = inhibition, actives largely listed as inhibitors | TRbeta-SRC2 peptide binding, fluorescence polarization; receptor liganded with 1 µM T3 | P10828;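 note: plate controls were bound peptide for no effect and peptide without receptor for full effect; nearly all actives have a fitted effect of over 50% in size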
#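 Human TRb ligand-binding domain (0.6 uM) is mixed with 20 nM Texas Red SRC2 peptide and 1 uM T3; after compound addition and 5 hr at ambient temperature, polarization is measured and normalized to unbound and bound controls.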
# TexasRed fluor: Texas Red fluorescence interference in TRb-SRC2 counter-screen | actives 0.29% (n = 280,000) | TRb/SRC2 Texas Red total fluorescence interference | AID 1479 | Potency, µM (top dose mostly 106 µM), inactives show top-dose fluorescence change, negative = quenching; active = well fitted curve in either direction with a large enough effect; inconclusive = small, poorly fitted or top-dose-only effect
#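 Flags fluorescent or light-absorbing compounds by total fluorescence, S + 2P, at 555 nm excitation and 632 nm emission. Mixture: 20 nM Texas Red SRC2 peptide, 0.6 uM human TRb LBD, 1 uM T3, 5% DMSO; compound exposure 5 h at ambient temperature.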
# L3MBTL1 inh: inhibitors of human L3MBTL1 | Q9Y468 | AlphaScreen L3MBTL1–H3K9me1 peptide binding | Potency, µM (series often up to 57.1 µM), for inactives: top-dose activity, negative = inhibition, actives largely listed as inhibitors | actives 0.66% (n = 230,000) | AID 485360; note: nearly all actives have a fitted effect of over 60% in size
#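 L3MBTL1 50 nM + b-AHA-H3(1-15)K9me1 75 nM, 30 min RT; compound added, 30 min RT; streptavidin donor/Ni-chelate acceptor beads 10 ug/mL each final, 30 min RT dark; AlphaScreen read.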
# * hit, by the source's call; ? = inconclusive; / = no result given; [ ] = dose if it differs, or a comment. Unless noted, calls come from the whole dose curve; as a rule, active = well fitted curve in the direction sought with a large enough effect; inconclusive = small, poorly fitted or top-dose-only effect, or another doubt; inactive = no such curve, though single readings can be large; an effect the other way counts as inactive or inconclusive. Unless noted, % is set by controls: 0 for no effect and ±100 for the full control effect; potency is the fitted concentration of half-maximal effect. The order is random. About 8.5% of those tested had a hit in this group.
SMILES,Tau FP inhib,Tau fibril ThT,GLA spleen mod,ALDH1A1 block,Tau fluor cs,TRb-SRC2 inh,TexasRed fluor,L3MBTL1 inh
O=C(CN1CCCCCCC1)N/N=C/c1ccccc1F,-6.3%,2.2%,-1.2%,?,-2.9%,1.1%,0.4%,-11.9%
COCCCNC(=S)N1CCN(C)CC1,2.5%,?,-0.7%,/,?,10.7%,-1.9%,/
Cc1ccc(NC(=O)CSc2nnc(-c3ccncc3)n2N)cc1C,0.4%,-15.5%,-3.6%,-7.0%,-5.6%,-12.8%,-0.2%,9.1%
COC(=O)C1=C(C)NC(=O)/C1=C\c1cccs1,10.2%,?,1.0%,-9.1%,-18.4%,-2.0%,-2.7%,/
O=C(NCCc1ccccc1)C1CCN(S(=O)(=O)N2CCCC2)CC1,-4.7%,-1.1%,-5.5%,?,-7.0%,-28.7%,0.9%,?
CC(C)OC(=O)Cn1nnc2c(cnn2-c2ccccc2)c1=O,4.2%,-6.9%,2.4%,-4.4%,-6.7%,1.2%,-6.1%,-0.5%
Cc1ccc(N2C(SCC(=O)O)=NC(=Nc3cccc(C)c3)C23CCCC3)cc1,-5.3%,-19.9%,-6.8%,?,-14.8%,6.3%,-2.2%,/
COc1ccccc1/C=C/C(=O)NCC(=O)N/N=C/c1ccccc1[N+](=O)[O-],3.1%,?,-7.3%,-8.7%,-26.9%,3.6%,-3.6%,/
O=[N+]([O-])c1ccc(/C=N/n2cnc3ccccc32)s1,-11.5%,14.1µM*,4.6%,-3.0%,25.1µM*[quencher],6.1%,-2.0%,-11.5%
CCN1/C(=C/c2cc[n+](CCCS(=O)(=O)[O-])c3ccccc23)Sc2ccccc21,-6.8%,?,-0.3%,?,8.0%,-2.9%,0.6%,-22.8%
C/C(=N\NC(=O)CSc1nc(C)[nH]c1[N+](=O)[O-])c1ccc(F)cc1,0.9%,?,13.2%,-4.7%,-19.8%,1.8%,-7.5%,50.9%[activator]
CCOc1cc2c(cc1OCC)C(c1ccccc1)N(c1ccc(C(=O)O)cc1)C(=O)C2 (stereo not given),2.3%,-2.0%,-8.2%,/,8.4%,-2.2%,-0.9%,/
COC(=O)[C@@]1(Cc2ccc(F)cc2)[C@H]2c3cc(C(=O)N4CCCC4)n(Cc4ccc(Cl)c(C(F)(F)F)c4)c3C[C@H]2CN1C(=O)c1ccccc1,3.9%,-10.9%,0.0%,6.2%,-3.6%,1.5%,-0.8%,/
COc1ccccc1NC(=O)C1=C(C)Nc2ncnn2C1c1ccccc1C(=O)O (stereo not given),4.2%,-8.6%,/,/,-10.2%,-1.2%,3.1%,/
COc1cccc(-c2csc(N3CCN(C(=S)Nc4ccccc4)CC3)n2)c1,-7.9%,-7.8%,1.3%,0.7%,-29.1%,-13.3%,-1.9%,-2.3%
CCCCCCCCCCCCOC1OC(CO)C(O)C(O)C1NC(C)=O (stereo not given),5.1%,3.6%,4.9%,7.7%,6.9%,10.6%,-2.5%,6.1%
COc1ccccc1OCCOc1ccccc1/C=N/n1cnnc1,-11.4%,-1.2%,-2.1%,1.6%,-0.4%,-1.2%,5.7%,-1.4%
CCC(C)NC(=O)c1cnn(-c2ccc(Cl)cc2)c1C1CCN(C(=O)OC(C)(C)C)CC1 (stereo not given),-3.6%,-11.0%,/,/,-14.6%,-4.2%,-2.9%,/
CCOC(=O)c1cc(-c2ccccc2)n(CC(=O)NCc2ccccc2OC)c1C,-13.6%,-9.3%,/,/,-13.9%,-6.2%,-3.1%,/
O=C(CNC(=O)c1cccs1)OCC(=O)c1ccc2ccccc2c1,-1.2%,-4.5%,1.0%,?,-11.2%,-2.6%,-1.3%,-5.7%
CC(/C=C/c1ccccc1)=N/NC(=O)c1cc([N+](=O)[O-])cc([N+](=O)[O-])c1,-2.0%,-2.4%,-5.1%,-6.0%,-8.4%,6.9%,1.6%,-1.9%
O=C(COc1ccccc1)N(Cc1ccco1)c1ccc(O)cc1,?,0.8%,9.1%,5.6%,-9.2%,-7.5%,-0.6%,1.4%
CCOC(=O)OCC1OC(c2ccc(C(C)=O)cc2)C=CC1OC(=O)OCC (stereo not given),-8.6%[11.6 µM],-16.0%[11.5 µM],8.7%[17.5 µM],-17.1%[13.5 µM],-10.1%[11.6 µM],4.3%[11.2 µM],-2.8%[11.2 µM],/
CCC1CCCCN1C(=O)CSc1nnc(-c2cccc(Cl)c2)o1 (stereo not given),4.4%,-16.9%,-1.8%,?,-7.3%,-1.9%,-0.1%,-9.5%

# Filtered by structure, the compounds so far containing an aryl thioether with sulfur outside any ring
SMILES,Tau FP inhib,Tau fibril ThT,GLA spleen mod,ALDH1A1 block,Tau fluor cs,TRb-SRC2 inh,TexasRed fluor,L3MBTL1 inh
Cc1ccc(NC(=O)CSc2nnc(-c3ccncc3)n2N)cc1C,0.4%,-15.5%,-3.6%,-7.0%,-5.6%,-12.8%,-0.2%,9.1%
C/C(=N\NC(=O)CSc1nc(C)[nH]c1[N+](=O)[O-])c1ccc(F)cc1,0.9%,?,13.2%,-4.7%,-19.8%,1.8%,-7.5%,50.9%[activator]
CCC1CCCCN1C(=O)CSc1nnc(-c2cccc(Cl)c2)o1 (stereo not given),4.4%,-16.9%,-1.8%,?,-7.3%,-1.9%,-0.1%,-9.5%

# Next results.
SMILES,Tau FP inhib,Tau fibril ThT,GLA spleen mod,ALDH1A1 block,Tau fluor cs,TRb-SRC2 inh,TexasRed fluor,L3MBTL1 inh
CCOC(=O)c1ccc(NC(=O)Cc2coc3cc4c(cc23)CCC4)cc1,?,?,3.4%,-9.2%,?,6.6%,-6.6%,2.1%
O=C(NCCCN1CCOCC1)c1cc(-c2ccc(F)cc2)on1,-1.6%,-0.8%,2.4%,-1.6%,-6.2%,-13.2%,1.2%,14.3%
CCOC(=O)C1(S(=O)(=O)c2ccc(Cl)cc2)CCN(Cc2ccc(C)cc2)CC1,-2.1%,-10.6%,5.4%,2.0%,-9.9%,-10.8%,0.9%,-2.6%
Cc1cc(NC(=O)c2ccc([N+](=O)[O-])o2)ccc1NC(=O)c1ccco1,4.1%,14.1µM*,2.8%,25.1µM*,-20.1%,-1.0%,-3.2%,/
CC1(C)Cc2ccccc2C(/C(=N\Nc2cccc(Cl)c2)C(N)=O)=N1,9.4%,14.1µM*,-7.2%,3.5%,?,8.2%,-19.9%,?
COc1ccc(S(=O)(=O)N2CCC(C(=O)NCCc3ccc4c(c3)OCO4)CC2)cc1,0.1%,2.2%,5.2%,?,0.1%,0.7%,0.9%,-1.0%
COc1ccc(C2=NN(S(C)(=O)=O)C(c3cccs3)C2)cc1OC (stereo not given),2.6%,-10.9%,-10.3%,?,-14.5%,-2.4%,-2.0%,-3.8%
CCCCOCCCNC(=O)CN1C(=O)c2ccccc2C1=O,1.2%,-8.4%,7.7%,5.9%,-5.2%,-15.8%,1.2%,/
Cn1cccc1CC(=O)N/N=C/c1ccc(Cl)cc1,-2.0%,-19.4%,4.6%,/,-9.2%,-7.1%,-2.0%,-15.4%
O=C(Nc1cccc(Cl)c1)N1CCC(CN2CCOCC2)CC1,11.1%,-5.2%,/,/,5.6%,3.7%,-3.8%,/
O=C(NCc1cccnc1)c1cn(-c2ccccc2)nc1-c1ccccc1,-9.8%,-11.2%,-0.5%,4.47µM*,-16.6%,-0.1%,-5.0%,/
CC(C)(C)CN1C(N)=NC[C@@H]1Cc1ccc(O)cc1,?,13.4%,-1.8%,/,3.3%,-0.8%,-0.9%,/
CC(C)N(CCO)C(=O)C(c1ccccc1)c1ccccc1,2.8%,7.5%,-9.5%,4.7%,4.5%,-18.6%,0.8%,25.3%
CC1=Nc2ccccc2/C1=C\c1sc(Nc2ccc(C)cc2)nc1O,?,7.94µM*,-7.1%,8.8%,11.2µM*[quencher],4.1%,-6.4%,-8.7%
CSc1nnc(-c2ccc(Cl)cc2Cl)o1,2.4%,-13.0%,0.8%,8.4%,-5.1%,-2.4%,1.8%,9.5%
O=C(Nc1nnc(C2CCCC2)s1)C1CCC1,-5.4%,-3.7%,6.0%,?,-6.5%,1.0%,-4.9%,8.0%
COC(=O)[C@@H](NC(=O)O[C@@H]1C(=O)c2cc(Br)ccc2O[C@H]1c1ccc2c(c1)OCO2)C(C)C,-5.7%,-12.4%,-5.3%,-5.1%,-12.5%,0.0%,0.0%,/
CCCN(CCC)S(=O)(=O)c1ccc(C(=O)N2CCC(=O)c3ccccc32)cc1,8.7%,-9.9%,-4.7%,17.8µM*,-7.5%,-0.6%,-5.9%,-5.5%
COc1ccc(NC(=O)Cn2c(=O)n(-c3ccc(CC(=O)NCc4ccco4)cc3)c(=O)c3ccccc32)cc1,?,7.1%,8.5%,9.0%,-4.7%,-2.4%,0.4%,-2.4%
CCCc1ccc(OC(=O)CSc2nnc(-c3cccs3)o2)cc1,3.7%,3.5%,/,/,1.1%,3.4%,-2.3%,/
CCOc1ccc(CCNC(=O)c2csc3c2CCCCC3)cc1,-1.8%,-8.3%,/,/,-7.1%,-0.5%,-25.9%,/
CC1=Nc2ccccc2/C1=C/c1sc(=S)n(-c2cccc(C(=O)O)c2)c1O,11.7%,3.55µM*,-4.1%,-16.4%,?,0.2%,-7.2%,-6.8%
O=C(NCCCc1nc2ccccc2n1Cc1ccc(Cl)cc1Cl)c1ccco1,-4.9%,-14.3%,/,/,-3.9%,-5.8%,2.8%,/
COc1ccc2[nH]c(-c3ccccc3)cc2c1,8.9%,?,-1.2%,/,12.6µM*[quencher],2.4%,-1.2%,-13.6%
Cc1ccc(CNS(=O)(=O)c2cc3c(cc2Cl)NC(=O)CO3)o1,-1.4%,10.7%,/,/,1.4%,-1.4%,-0.1%,/
COc1ccc(CCNC(=S)N(C)C)cc1OC,3.8%,-8.3%,3.7%,/,-1.2%,1.2%,-3.6%,2.4%
CC(=O)Nc1ccc(NC(=O)CSCc2cnn(-c3ccccc3)c2-n2cccc2)cc1,1.5%,-10.5%,6.7%,-4.5%,-17.2%,-3.4%,2.2%,/
